Screens (PubChem BioAssay)
TSG101-PTAP inh: blocks PTAP/TSG101 interaction to inhibit HIV-1 budding | Q99816 | Fluorescence polarization, FITC-PTAP peptide / Tsg101 binding | Potency, µM (doses to about 115 µM), without a hit: at the top dose activity change, negative = inhibition, actives largely listed as inhibitors | 340,000 tested, under 10 active | AID 493005; active = well fitted inhibition curve with a large enough effect in the main read-out, with a control signal flat, not every such curve was filed as active; inconclusive = small, poorly fitted or top-dose-only effect, or effect the other way, or a change in a side signal; inactive = no such curve, though single readings can be large or run the other way; also: potency is read from the fitted curve at half-maximal effect; % of control where 0% means no effect
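Tsg101 binding domain (10 uM final) was mixed with compound and a FITC-labeled PTAP peptide (50 nM final) in HEPES pH 7.5 buffer with NaCl, Tween 20, EDTA and TCEP; fluorescence polarization was read after 20 min at r.t.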
uPA surface inh: inhibitors of cell surface uPA generation. cell surface uPA generation assay, qHTS. Potency, µM (top dose mostly 38.3 µM), without a hit: at the top dose activity change, negative = inhibition, hits mostly inhibitors. actives 0.31% (n = 330,000). AID 540303; active = well fitted inhibition curve with a large enough effect; inconclusive = small, poorly fitted or top-dose-only effect; inactive = no such curve, though single readings can be large or run the other way; tested in mouse RAW 264.7 cells; also: potency is read from the fitted curve at half-maximal effect; % is scaled to controls: 0 for no effect and ±100 for the full control effect; nearly all actives have a fitted effect of over 55% in size
p53 reactivation: restores transcriptional activity of mutant p53; H1299 p53-A138V BP100-luciferase reporter, luminescence, 24 h; Potency, µM (top dose mostly 92.2 µM), for inactives: top-dose activity change, positive = activation, actives largely listed as activators; actives 0.063% (n = 320,000); AID 504706; also: potency is read from the fitted curve at half-maximal effect; % of control where 0% means no effect; nearly all actives have a fitted effect of over 45% in size
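H1299 (p53-null), stable ts p53-A138V + BP100-Luc; 1000 cells/well, Opti-MEM/10% FBS; cpd 4 pt, 1:5; 24 h, 37 deg C, 5% CO2; detection reagent 10 min RT; luminescence.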
Integrin act MD: activators of alpha7 integrin expression for muscular dystrophy. alpha7betagal myoblasts, beta-gal FDG fluorescence, 48 h. Potency, µM (doses to about 38.3 µM), for inactives: top-dose activation, most hits filed as activators. actives 0.064% (n = 350,000). AID 624291;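 also: potency is read from the fitted curve at half-maximal effect; 100% = response of the positive control SU9516; nearly all actives have a fitted effect of over 60% in size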
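Alpha7betagal+/- myoblasts (passage 13) were plated 16-24 hr, then exposed to compounds (1:260 dilution of DMSO stock) for 48 hours at 37C. After MPER lysis, β-galactosidase reporter activity was read as FDG fluorescence (ex 480/em 540) after 30 minutes.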
S-ASM inh: human S-ASM enzyme inhibition; placental ASM, HMU-PC fluorogenic substrate, 60 min; Potency, µM (top dose mostly 57.5 µM), inactives show at the top dose activity change, negative = inhibition, hits mostly inhibitors; actives 0.006% (n = 340,000); AID 504937; also: potency is read from the fitted curve at half-maximal effect
Target sequence (P17405 47-631 limits assumed): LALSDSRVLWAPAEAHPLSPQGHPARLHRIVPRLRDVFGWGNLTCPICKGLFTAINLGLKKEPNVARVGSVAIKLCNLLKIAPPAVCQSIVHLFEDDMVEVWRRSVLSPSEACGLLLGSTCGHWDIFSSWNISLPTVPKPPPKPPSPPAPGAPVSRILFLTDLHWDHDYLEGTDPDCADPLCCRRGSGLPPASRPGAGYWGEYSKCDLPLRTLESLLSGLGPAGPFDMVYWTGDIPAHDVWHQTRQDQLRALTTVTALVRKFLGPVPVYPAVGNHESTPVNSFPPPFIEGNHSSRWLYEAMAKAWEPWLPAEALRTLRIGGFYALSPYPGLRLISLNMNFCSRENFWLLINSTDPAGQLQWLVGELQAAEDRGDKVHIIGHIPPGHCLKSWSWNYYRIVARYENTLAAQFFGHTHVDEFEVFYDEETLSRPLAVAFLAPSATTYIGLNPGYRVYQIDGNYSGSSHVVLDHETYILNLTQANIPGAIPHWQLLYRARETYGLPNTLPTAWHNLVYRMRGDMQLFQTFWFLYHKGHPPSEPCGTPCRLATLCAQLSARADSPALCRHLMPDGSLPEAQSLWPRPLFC
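qHTS format. ASM enzyme prepared from human placenta hydrolyses the fluorogenic substrate HMU-PC0 (9 uM final) over 60 min at 37 °C after a 10 min compound preincubation.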
TRPV1 ag: agonists of human vanilloid receptor 1 (TRPV1); activation, % at 8.33 µM; actives 0.19% (n = 320,000); Q8NER1; AID 540275; TRPV1-expressing cells, Fluo-8 calcium influx, agonist mode; in the data active = activation above about 80%; inconclusive = between about 30% and that limit; also: 0% is about no effect
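Cells expressing TRPV1 were dye-loaded with Fluo-8 and read kinetically: 10 s baseline, 3 min after compound (agonist portion), then 2 min after EC20 capsaicin (allosteric enhancer portion). Calcium-bound dye fluorescence at 480/520 nm.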
BRCA1 expr act: BRCA1 expression activation; MCF7-BRCA1-FFLuc reporter, luminescence, 48 h; response scale: scaled: vehicle 0%, 10 µM genistein 100%; Potency, µM (series often up to 46.1 µM), for inactives: top-dose activation, hits mostly activators; actives 1.1% (n = 380,000); AID 624202; also: potency is read from the fitted curve at half-maximal effect; nearly all actives have a fitted effect of over 80% in size; some results filed as inactive show a strong effect at the top dose
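48 h compound treatment of MCF7-BRCA1-FFLuc cells (phenol-red free MEM, 37 °C), then 15 min with luciferase substrate and luminescence imaging.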
B2AR arrestin: agonists driving beta-arrestin recruitment to human beta2-adrenergic receptor | P07550 | beta-arrestin recruitment to beta2AR, cell-based reporter | Potency, µM (highest dose often 46.1 µM), for the others: at the highest dose activation, usual class: activators | actives 0.02% (n = 330,000);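 also: potency is read from the fitted curve at half-maximal effect; 0% = DMSO controls and full agonism = EC100 isoproterenol or metaproterenol; nearly all actives have a fitted effect of over 65% in size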
Target sequence (P07550 whole entry, looked up): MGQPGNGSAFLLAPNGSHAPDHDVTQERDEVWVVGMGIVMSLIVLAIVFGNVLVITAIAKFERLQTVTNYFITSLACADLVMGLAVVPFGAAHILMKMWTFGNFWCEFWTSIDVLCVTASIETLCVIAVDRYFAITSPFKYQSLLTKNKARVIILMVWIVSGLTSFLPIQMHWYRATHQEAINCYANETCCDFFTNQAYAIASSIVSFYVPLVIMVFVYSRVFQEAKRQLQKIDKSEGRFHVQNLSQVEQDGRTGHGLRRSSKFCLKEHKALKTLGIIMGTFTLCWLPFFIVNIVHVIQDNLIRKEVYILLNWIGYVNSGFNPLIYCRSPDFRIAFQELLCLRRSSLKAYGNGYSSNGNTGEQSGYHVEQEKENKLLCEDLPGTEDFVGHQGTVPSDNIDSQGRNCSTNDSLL
USP2a block: blocks human ubiquitin-specific protease USP2a | USP2 core, Ub-CHOP2 coupled fluorogenic reporter, 485/531 | Potency, µM (series often up to 38.3 µM), inactives show at the highest dose activity change, negative = inhibition, actives largely listed as inhibitors | actives 0.01% (n = 330,000) | AID 463254;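 also: potency is read from the fitted curve at half-maximal effect; plate controls were DMSO wells for no effect and full inhibition by NEM control for full effect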
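USP2 core (10nM final) preincubated 30min RT with compound in 20mM Tris-HCl pH 8.0, 2mM CaCl2, 2mM beta-mercaptoethanol, 0.05% CHAPS; 25nM Ub-CHOP2 plus 25nM reporter substrate added, fluorescence (Ex485/Em531) read after 60min.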
Eya2 inh: Eya2 (human) phosphatase inhibition; recombinant Eya2, OMFP fluorescence dephosphorylation (OMFP is methylfluorescein phosphate); Potency, µM (top dose mostly 76.9 µM), inactives show at the top dose activity, negative = inhibition, usual class: inhibitors; actives 0.006% (n = 330,000); O00167; also: potency is read from the fitted curve at half-maximal effect; % is scaled to controls: 0 for no effect and ±100 for the full control effect
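Eya2 (0.2 uM) preincubated 10 min at ambient with compound, then OMFP substrate added at 50 uM; 10 min reaction in 50 mM HEPES pH 7.5, 50 mM NaCl, 5 uM MgCl2, 0.05% BSA, 1 mM DTT. Fluorescence read at Ex 485/Em 525 nm.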
ELG1 genotoxic: genotoxicity induction in ELG1-luciferase HEK293T cells; HEK293T ELG1-luciferase reporter, luminescence, 16 h; Potency, µM (titrated, usually from 46 µM), for inactives: at the highest dose activity change, positive = activation, most hits filed as activators; actives 1.3% (n = 330,000); also: potency is read from the fitted curve at half-maximal effect; % of control where 0% means no effect; nearly all actives have a fitted effect of over 60% in size
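Luminescence read-out: rising ELG1-luciferase signal, reflecting elevated ELG1 protein under genetic stress, flags genotoxic compounds. Cells were treated for 16 hr at 37 °C before ONE-Glo detection.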
The depositor's hits bear a star; ? = inconclusive; nt = not tested or not shown; [ ] = dose if it differs, or a comment. Unless noted, calls follow the shape of the dose curve; as a rule, active = well fitted curve in the direction sought with a large enough effect; inconclusive = small, poorly fitted or top-dose-only effect, or another doubt; inactive = no such curve, though single readings can be large; an effect the other way counts as inactive or inconclusive.

SMILES	TSG101-PTAP inh	uPA surface inh	p53 reactivation	Integrin act MD	S-ASM inh	TRPV1 ag	BRCA1 expr act	B2AR arrestin	USP2a block	Eya2 inh	ELG1 genotoxic
COc1ccc(C(=O)CSc2nnc(NC(=O)C3CC(=O)N(c4cccc(OC)c4)C3)s2)cc1 (centres undefined)	-2%	16%	-9%	18%	5%	-1	14%	-0.6%	5%	-8%	2%
O=C(O)CSCC(=O)N1CCc2c([nH]c3ccccc23)C1C(F)(F)F (centres undefined)	-4%	1%	-3%	1%	3%	-3	-23%	-0.1%	6%	?	-1%
COc1cccc(NC(=O)C2CCN(S(=O)(=O)c3ccccc3)CC2)c1	-7%	-11%	-17%	34%	1%	?	8%	-0.5%	0%	-11%	-11%
CCOC(=O)N1CCN(CC(O)COCc2ccc(Cl)cc2)CC1 (centres undefined)	1%	-3%	-4%	15%	2%	3	2%	-0.2%	-1%	-17%	-2%
CCN(CC)c1ccc(/C=N/NC(=O)Nc2ccccc2)cc1	-2%	-18%	?	15%	101%[activator]	4	5%	-0.1%	-1%	-6%	-8%
COc1ccccc1/C=N/NC(=O)CC(=O)NCCc1ccccc1	-2%	9%	nt	-10%	-2%	nt	4%	nt	nt	nt	nt
NNC(=O)c1c[nH]c2ccc(OCc3ccccc3)cc12	-1%	4%	nt	13%	5%	nt	-27%	nt	nt	nt	nt
CCOC(=O)c1cc(-c2ccc(F)cc2)nc2c1c(=O)[nH]c(=O)n2Cc1ccccc1	-1%	-1%	-4%	14%	14%	-2	2%	0.2%	-1%	3%	?
CCCNC(=O)Nc1cccc(NC(C)=O)c1	-6%	0%	-1%	7%	-3%	1	-9%	9.3%	-2%	0%	0%
COc1ccc2oc(C(=O)Nc3cccc(S(=O)(=O)N4CCOCC4)c3)c(C)c2c1	-1%	-7%	7%	12%	-15%	26	-20%	0.5%	-1%	-10%	-5%
CCN(CC)S(=O)(=O)c1cc(C(=O)Nc2cc(S(=O)(=O)N3CCOCC3)ccc2N2CCN(C)CC2)ccc1C	1%	?	nt	4%	0%	nt	-25%	nt	nt	nt	nt
CC(=O)Nc1cccc(NC(=O)C2CC(=O)N(CCc3ccc(F)cc3)C2)c1 (centres undefined)	0%	4%	14%	11%	-3%	-2	0%	-0.4%	2%	4%	2%
Cc1nonc1C1CCCN1C(=O)c1cc(COc2ccc(F)cc2F)on1 (centres undefined)	-1%	3%	9%	-3%	-2%	11	?	0.3%	2%	2%	?
CCN(CC)S(=O)(=O)c1ccc(N2CCOCC2)c(NC(=O)C2CSC3(C)CCC(=O)N23)c1 (centres undefined)	-2%	-7%	-4%	-1%	-1%	5	-16%	0.3%	1%	-4%	0%
CCC/C=N/NC(=O)c1cc(Br)ccc1O	-3%	2%	-5%	18%	5%	-12	10%	-0.7%	3%	-16%	1%

Entries of single compounds as entered above. Order of values: TSG101-PTAP inh | uPA surface inh | p53 reactivation | Integrin act MD | S-ASM inh | TRPV1 ag | BRCA1 expr act | B2AR arrestin | USP2a block | Eya2 inh | ELG1 genotoxic
CCN(CC)c1ccc(/C=N/NC(=O)Nc2ccccc2)cc1 across the screens: -2% | -18% | ? | 15% | 101%[activator] | 4 | 5% | -0.1% | -1% | -6% | -8%
COc1ccc(C(=O)CSc2nnc(NC(=O)C3CC(=O)N(c4cccc(OC)c4)C3)s2)cc1 (centres undefined) across the screens: -2% | 16% | -9% | 18% | 5% | -1 | 14% | -0.6% | 5% | -8% | 2%
CCC/C=N/NC(=O)c1cc(Br)ccc1O across the screens: -3% | 2% | -5% | 18% | 5% | -12 | 10% | -0.7% | 3% | -16% | 1%
NNC(=O)c1c[nH]c2ccc(OCc3ccccc3)cc12 across the screens: -1% | 4% | nt | 13% | 5% | nt | -27% | nt | nt | nt | nt
CCCNC(=O)Nc1cccc(NC(C)=O)c1 across the screens: -6% | 0% | -1% | 7% | -3% | 1 | -9% | 9.3% | -2% | 0% | 0%

The list continues:
SMILES	TSG101-PTAP inh	uPA surface inh	p53 reactivation	Integrin act MD	S-ASM inh	TRPV1 ag	BRCA1 expr act	B2AR arrestin	USP2a block	Eya2 inh	ELG1 genotoxic
COc1ccc(-c2sc(Nc3ccccc3)n[n+]2-c2ccc(F)cc2)cc1Br	-5%	15%	7%	1%	-2%	0	0%	-0.2%	0%	4%	-2%
CCOC(=O)CSc1nc(N(C)C)nc(N(C)C#N)n1	-3%	2%	-3%	16%	2%	-3	-4%	0.2%	0%	-7%	-2%
COc1ccc(OC)c(C2CC(c3ccccc3)=NN2C(=S)Nc2ccccc2)c1 (centres undefined)	-7%	?	0%	4%	0%	1	-43%	-0.9%	3%	6%	4%
O=C(NCCCN1CCCC1=O)C(=O)Nc1cccc(F)c1	-4%	-2%	24%	13%	3%	-1	?	0.1%	-3%	18%	?
COc1ccc([C@@H]2[C@@H]3C(=O)N(C(C)(C)C)C(=O)[C@@H]3[C@]3(Cc4ccccc4)C(=O)N(c4cccc(F)c4)C(=O)N23)cc1	0%	9%	-5%	1%	0%	-5	1%	-0.1%	-14%	12%	-9%
NS(=O)(=O)c1ccc(CCNC(=O)C(=O)NCC2OCCN2C(=O)c2ccc3c(c2)OCO3)cc1 (centres undefined)	3%	1%	0%	5%	1%	2	-2%	0.0%	1%	-3%	-2%
COCCCn1c(C)csc1=Nc1cccnc1	-1%	-5%	-6%	2%	1%	0	8%	-2.2%	0%	4%	0%
O=C(CSc1nnc(-c2cccnc2)o1)Nc1ccccc1Br	0%	3%	5%	15%	1%	3	38%	-0.1%	-1%	-1%	4%
N#Cc1cnn2c1nc(N1CCCCC1)c1ccccc12	-9%	-5%	1%	2%	28%	nt	17%	0.0%	1%	10%	-4%
O=S(=O)(NCc1ccco1)c1ccc(Cl)nc1	-2%	-3%	-5%	11%	8%	-6	-19%	-4.6%	0%	4%	0%
COc1cccc(OCC(=O)NNC(=O)c2ccc(-c3ccccc3)cc2)c1	-3%	1%	2%	-10%	0%	nt	0%	0.0%	1%	-19%	2%
CC(C)COc1ccc(C(=O)NNC(=O)c2ccc(=O)[nH]c2)cc1	0%	5%	-1%	?	1%	-1	-14%	-2.9%	1%	-5%	4%
CCOC(=O)N/N=C\c1ccc(OC/C=C/c2ccccc2)cc1	0%	6%	?	8%	-2%	19	8.9µM*	2.8%	0%	-9%	3%
O=C(CN1CCN(c2ccc(Cl)cc2)CC1)NCc1ccccc1	0%	4%	-4%	-40%	-1%	24	-1%	-0.5%	-4%	-1%	-5%
COc1ccccc1CNC(=O)CN1C(=O)NC(C)(c2ccc(C)cc2)C1=O (centres undefined)	0%	9%	-5%	26%	6%	1	-6%	-0.7%	1%	3%	0%
COc1cc(/C=N/NC(=O)c2sc3nc(C)cc(C)c3c2N)ccc1O	-6%	5%	-1%	-9%	nt	-3	0%	-0.1%	-6%	-8%	9%
O=C(c1cnc2sccn2c1=O)N1CCc2ccccc2C1	-5%	6%	13%	11%	2%	2	16%	0.3%	-1%	2%	4%
OCCCNC(=S)Nc1ccc(Br)cc1Cl	3%	-15%	4%	2%	-4%	nt	?	0.0%	1%	5%	7%
COc1ccc2[nH]cc(C(=O)CN3CCCCC3)c2c1	-3%	7%	9%	-34%	0%	1	-4%	-0.4%	-1%	10%	-4%
Cc1cccc(Nc2nnc(SCc3cn4ccsc4n3)s2)c1	-3%	-9%	-5%	5%	-2%	12	18%	0.3%	0%	-8%	3%
COc1ccc(C2C(C(=O)N3CCN(c4ccccn4)CC3)CCC(=O)N2c2cc(OC)c(OC)c(OC)c2)cc1 (centres undefined)	0%	-2%	-5%	2%	0%	2	-7%	-0.2%	0%	-23%	-3%
Cc1cc(OCCCC(=O)Nc2cc(S(=O)(=O)N3CCOCC3)ccc2N2CCOCC2)ccc1Cl	1%	-7%	nt	-12%	-12%	nt	-28%	nt	nt	nt	nt

Two entries from above, as a markdown table:
| compound | TSG101-PTAP inh | uPA surface inh | p53 reactivation | Integrin act MD | S-ASM inh | TRPV1 ag | BRCA1 expr act | B2AR arrestin | USP2a block | Eya2 inh | ELG1 genotoxic |
| --- | --- | --- | --- | --- | --- | --- | --- | --- | --- | --- | --- |
| OCCCNC(=S)Nc1ccc(Br)cc1Cl | 3% | -15% | 4% | 2% | -4% | nt | ? | 0.0% | 1% | 5% | 7% |
| COc1ccc2[nH]cc(C(=O)CN3CCCCC3)c2c1 | -3% | 7% | 9% | -34% | 0% | 1 | -4% | -0.4% | -1% | 10% | -4% |

Not a hit list (roughly 2.6% active in at least one column).
